Pf apPOL block – Pf-apPOL inhibitors, biochemical, fluorescence; Recombinant Pf-apPOL, molecular beacon fluorescence, 1.5 h; AID 1794808, 2022; inhibition, % at 10 µM; 0.25% of 210,000 active; Plasmodium falciparum apicoplast DNA polymerase (apPOL)
mHTT CaM bind – mutant huntingtin-calmodulin interaction inhibitors – biochemical, AlphaScreen, primary screen. inhibition, % at 15 µM. 3.6% of 190,000 active. P42858. AlphaScreen His-mHTT/GST-CaM binding, luminescence. AID 1671202, 2021;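 further: 0% = both proteins with DMSO and 100% = one protein alone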
Target sequence (P42858 whole entry, looked up, stated change not applied): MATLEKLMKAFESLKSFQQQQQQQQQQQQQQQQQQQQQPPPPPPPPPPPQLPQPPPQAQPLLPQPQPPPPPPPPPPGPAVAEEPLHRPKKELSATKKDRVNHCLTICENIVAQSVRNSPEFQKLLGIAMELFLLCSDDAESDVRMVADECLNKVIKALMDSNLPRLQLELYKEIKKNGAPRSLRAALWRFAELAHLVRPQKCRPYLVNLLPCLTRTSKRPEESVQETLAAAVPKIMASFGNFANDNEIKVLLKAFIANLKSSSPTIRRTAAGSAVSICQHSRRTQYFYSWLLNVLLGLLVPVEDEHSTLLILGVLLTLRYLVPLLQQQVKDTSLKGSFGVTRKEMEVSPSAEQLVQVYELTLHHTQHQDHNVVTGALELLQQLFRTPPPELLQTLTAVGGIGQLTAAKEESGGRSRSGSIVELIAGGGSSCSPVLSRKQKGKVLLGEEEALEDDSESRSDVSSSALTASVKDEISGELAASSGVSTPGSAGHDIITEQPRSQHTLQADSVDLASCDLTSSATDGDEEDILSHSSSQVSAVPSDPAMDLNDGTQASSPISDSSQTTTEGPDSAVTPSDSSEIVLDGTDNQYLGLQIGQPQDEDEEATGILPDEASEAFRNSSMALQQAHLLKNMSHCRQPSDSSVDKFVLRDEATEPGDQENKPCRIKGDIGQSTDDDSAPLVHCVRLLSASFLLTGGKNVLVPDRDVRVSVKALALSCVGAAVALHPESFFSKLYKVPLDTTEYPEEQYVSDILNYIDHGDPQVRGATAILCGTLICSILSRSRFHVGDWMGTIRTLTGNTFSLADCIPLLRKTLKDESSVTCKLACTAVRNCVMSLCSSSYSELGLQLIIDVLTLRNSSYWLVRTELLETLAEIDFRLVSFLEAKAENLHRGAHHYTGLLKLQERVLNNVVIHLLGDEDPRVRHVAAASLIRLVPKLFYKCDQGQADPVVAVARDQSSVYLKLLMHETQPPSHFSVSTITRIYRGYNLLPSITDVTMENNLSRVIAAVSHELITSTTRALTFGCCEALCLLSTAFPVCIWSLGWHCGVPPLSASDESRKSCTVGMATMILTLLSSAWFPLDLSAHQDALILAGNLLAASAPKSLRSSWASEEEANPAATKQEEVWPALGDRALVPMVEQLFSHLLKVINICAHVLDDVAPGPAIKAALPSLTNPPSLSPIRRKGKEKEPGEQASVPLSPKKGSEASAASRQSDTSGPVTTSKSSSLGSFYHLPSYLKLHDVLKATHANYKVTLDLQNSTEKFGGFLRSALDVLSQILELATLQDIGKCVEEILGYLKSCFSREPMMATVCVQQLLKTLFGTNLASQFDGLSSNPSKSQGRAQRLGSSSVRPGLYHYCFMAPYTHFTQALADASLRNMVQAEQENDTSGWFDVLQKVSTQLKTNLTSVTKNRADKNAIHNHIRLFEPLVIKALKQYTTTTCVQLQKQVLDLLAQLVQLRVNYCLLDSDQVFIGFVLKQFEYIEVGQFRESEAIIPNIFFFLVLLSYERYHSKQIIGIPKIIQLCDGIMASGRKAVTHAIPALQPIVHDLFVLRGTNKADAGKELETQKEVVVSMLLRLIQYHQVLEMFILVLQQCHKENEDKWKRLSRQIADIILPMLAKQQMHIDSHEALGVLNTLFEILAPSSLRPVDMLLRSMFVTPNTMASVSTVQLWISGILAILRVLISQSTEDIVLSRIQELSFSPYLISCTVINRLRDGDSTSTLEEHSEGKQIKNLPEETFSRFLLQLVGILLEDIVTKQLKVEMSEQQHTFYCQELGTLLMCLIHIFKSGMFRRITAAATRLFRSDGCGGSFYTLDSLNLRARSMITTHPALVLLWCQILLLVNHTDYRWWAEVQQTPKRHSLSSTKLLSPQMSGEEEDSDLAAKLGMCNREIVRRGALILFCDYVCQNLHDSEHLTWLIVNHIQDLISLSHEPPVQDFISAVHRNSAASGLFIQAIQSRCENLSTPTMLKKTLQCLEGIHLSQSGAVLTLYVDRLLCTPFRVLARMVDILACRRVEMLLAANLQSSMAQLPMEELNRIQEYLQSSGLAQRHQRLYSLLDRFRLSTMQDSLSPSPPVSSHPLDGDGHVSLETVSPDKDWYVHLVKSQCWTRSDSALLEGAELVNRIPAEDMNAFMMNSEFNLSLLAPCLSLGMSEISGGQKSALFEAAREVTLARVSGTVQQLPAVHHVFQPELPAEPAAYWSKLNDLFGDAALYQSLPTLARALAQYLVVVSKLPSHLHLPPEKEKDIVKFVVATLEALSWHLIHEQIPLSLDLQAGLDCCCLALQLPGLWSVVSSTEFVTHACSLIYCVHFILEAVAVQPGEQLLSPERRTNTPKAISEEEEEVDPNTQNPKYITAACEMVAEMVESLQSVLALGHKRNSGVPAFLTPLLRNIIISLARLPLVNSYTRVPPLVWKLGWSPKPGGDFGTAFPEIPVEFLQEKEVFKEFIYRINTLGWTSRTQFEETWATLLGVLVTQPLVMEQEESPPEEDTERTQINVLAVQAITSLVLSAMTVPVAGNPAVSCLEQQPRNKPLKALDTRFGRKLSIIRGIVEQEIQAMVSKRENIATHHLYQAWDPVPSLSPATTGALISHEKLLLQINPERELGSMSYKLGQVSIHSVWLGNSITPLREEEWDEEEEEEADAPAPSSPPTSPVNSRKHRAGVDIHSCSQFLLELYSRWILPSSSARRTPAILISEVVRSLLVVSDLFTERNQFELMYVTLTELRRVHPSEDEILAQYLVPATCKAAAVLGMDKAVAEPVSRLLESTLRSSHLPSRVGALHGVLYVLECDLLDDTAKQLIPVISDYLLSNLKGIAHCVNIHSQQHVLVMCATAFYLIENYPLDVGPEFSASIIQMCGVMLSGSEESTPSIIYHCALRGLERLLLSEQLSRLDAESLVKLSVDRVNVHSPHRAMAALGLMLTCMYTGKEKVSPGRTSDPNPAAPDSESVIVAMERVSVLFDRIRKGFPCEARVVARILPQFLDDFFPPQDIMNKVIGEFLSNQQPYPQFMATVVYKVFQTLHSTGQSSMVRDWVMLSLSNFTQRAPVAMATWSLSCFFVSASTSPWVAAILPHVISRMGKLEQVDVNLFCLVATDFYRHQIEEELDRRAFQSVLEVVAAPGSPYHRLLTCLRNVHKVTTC
Active calls of the source: *; x = not tested or not shown; & = joins results of further samples. No stated cut-off is given here; in the data, active means inhibition above about 50%; inactive means the rest. An unsorted share of the library. About 3.7% of those tested had a hit in this group.

Order of values: Pf apPOL block, mHTT CaM bind
- Cc1cc(C)c2nc3nc(C)cc(C)c3c(N)c2c1
  -5, 3
- O=C(Cc1cccs1)N1c2ccccc2CCc2ccccc21
  -1&-8, -3&-1
- O=C(c1csc2ccccc12)N1CCN(c2ccccc2F)CC1
  -2, 5
- CCC1CCCCN1C(=O)CCN1C(=O)c2ccccc2C1=O (stereo not drawn)
  3, -6
- COc1ccc(OC)c(NC(=O)N2CCC3(CC2)Nc2cc(F)ccc2-n2cccc23)c1
  1, 63*
- O=C(CCCn1c2ccccc2c(=O)c2ccccc21)Nc1cccnc1Cl
  -6, 0
- CSc1nc2ccccc2c(=O)n1CCc1ccccc1
  2, x
- c1ccc(CN2CCN(C3C4CC5CC(C4)CC3C5)CC2)cc1 (stereo not drawn)
  -5, -5
- O=S(=O)(Cc1nc(-c2cccc(Br)c2)no1)c1ccccc1
  1, -54
- Cc1ccc(CS(=O)(=O)Cc2ccc(C(=O)NCc3ccc(F)cc3)o2)cc1
  -12, 7

Other compounds follow:
Order of values: Pf apPOL block, mHTT CaM bind
- Cc1ccccc1NC(=O)NCc1ccnc(N2CCSCC2)c1
  3, -7
- CCOc1ccc(NC(=O)N2CCOc3ccc(C)cc32)cc1
  -4, 3
- OC(COc1ccc(Cl)cc1)CN1CCN(c2ccc(F)cc2)CC1 (stereo not drawn)
  -7, 7
- Brc1ccc(CN2CCc3nc(N4CCOCC4)ncc3C2)cc1
  -2, 1
- CCCCOc1ccc(C(C)NC(=O)CCN2N=C(c3ccc(C)cc3)CCC2=O)cc1 (stereo not drawn)
  -11, 16
- Cc1cc(Cl)ccc1S(=O)(=O)N1CCC(c2noc(-c3ccc(F)cc3)n2)CC1
  -5, -2
- Cc1cc(=O)n2ccc([N+](=O)[O-])c(O)c2n1
  -86, 7
- COc1cc(NC(=O)CCN2CCN(c3ccccc3F)CC2)cc(OC)c1
  -6, 5
- COc1ccc(CC(=O)NCC2(c3ccccc3)CCCC2)cc1OC
  0, 2
- CC(=O)Nc1ccc(CN2CCOCC2)cc1
  11, -3

Remaining list, next part
Order of values: Pf apPOL block, mHTT CaM bind
- CCc1ccc(N2C(=O)C3N=NN(c4ccc(F)cc4)C3C2=O)cc1 (stereo not drawn)
  -1, -17
- CC(C)(C)C(=O)Nc1ccc2c(c1)CC(C(=O)NCC1CCCCC1)CO2 (stereo not drawn)
  -4, -3
- O=C(Cn1ncccc1=O)NCCNC(=O)c1ccc(NC(=O)C2CC2)cc1
  -9, -21
- CCc1nnc(NC(=O)C(Sc2ccccc2)c2ccccc2)s1 (stereo not drawn)
  0, 0
- O=C(COc1ccccc1Cl)Nc1sc2c(c1C(=O)NCC1CCCO1)CCCC2 (stereo not drawn)
  -5, -1
- COc1cccc(-c2nc(C3CCN(C(=O)c4cc5cc(Cl)ccc5[nH]4)CC3)no2)c1
  -2, -5
- Cc1cc(C)c(-c2cc(C(=O)N3CCCC(C(=O)NC(C)C)C3)no2)c(C)c1 (stereo not drawn)
  -3, 0
- COc1ccc(CCNc2cc(C)nc3c4c(C)cc(C)nc4nn23)cc1OC
  -3, -6
- O=C(O)c1ccc(NC(CS(=O)(=O)Cc2ccccc2F)C(=O)O)c([N+](=O)[O-])c1 (stereo not drawn)
  -10, 7
- O=C(CSc1cc(N2CCCC2)ccc1[N+](=O)[O-])Nc1ccccc1
  2, -1

Following part
Order of values: Pf apPOL block, mHTT CaM bind
- COc1ccc2c(=O)c(-c3csc(C)n3)c(C(F)(F)F)oc2c1
  -1, 1
- CN1CCN(Cc2cc([N+](=O)[O-])ccc2O)CC1
  -1, 4
- COc1ccc(C(=O)Nc2ccc(F)c(Cl)c2)cc1[N+](=O)[O-]
  3, 4
- COc1ccc(-n2ncc3c(N4CCN(c5ccccc5Cl)CC4)ncnc32)cc1
  -4, 11
- O=S1(=O)c2ccc(N3CCC[C@H]3CO)cc2O[C@@H]2CCN1C2
  -4, -6
- COc1ccc(OC)c(C2SCCN2S(=O)(=O)c2ccc(F)cc2)c1 (stereo not drawn)
  -1, 4
- CC(C)c1ccc(OCC(=O)N2CCCC2)cc1
  -14, -4
- CC(C)NC(=O)c1cc2n(n1)C(C(F)(F)F)CC(c1ccc(Br)cc1)N2 (stereo not drawn)
  -4, 3
- COc1ccc(-c2[nH]ncc2CN2CCCC2c2cc(C)on2)cc1 (stereo not drawn)
  -2, 7
- CSc1nsc(SC)c1C(=O)NCCSCc1ccc(Cl)cc1
  -2, x

Going on with the list:
Order of values: Pf apPOL block, mHTT CaM bind
- CC(C)COC(=O)Nc1nc(CC(=O)Nc2ccccc2C(N)=O)cs1
  -2, 0
- Cc1ccc(NS(=O)(=O)c2ccc(NS(=O)(=O)c3ccc(F)cc3)cc2)cc1C
  6, 8
- Cc1sc2c(c1C)c(=O)n(Cc1ccccc1)c(=O)n2Cc1cc(=O)n2ccccc2n1
  -5, 0
- CCc1ccc(C(=O)N2C(C(=O)N3CCCC3)COC23CCCCC3)cc1 (stereo not drawn)
  0, 11
- COc1ccc(C(=O)N2CCCC3(C2)Nc2ccccc2NC3=NC2CCCC2)c(OC)c1 (stereo not drawn)
  -3, 29
- CCOc1ccc(N(CC)C(=O)c2nc(C)n(C3CCN(S(C)(=O)=O)CC3)c2C)cc1
  -4, 12
- C[C@H](CO)NS(=O)(=O)c1cccc(Cl)c1F
  -7, -13
- COc1ccc(C(=O)N2CCC(N(C)C)C(c3nc(-c4cccnc4)no3)C2)cn1 (stereo not drawn)
  -2, 0
- C=C(C)n1c(=O)[nH]c2ccccc21
  -9, x
- CCOCC(=O)Nc1cc(F)c2nc(N3CCOCC3)ccc2c1
  3, -3

Following part:
Order of values: Pf apPOL block, mHTT CaM bind
- C=CCN(CC=C)S(=O)(=O)c1ccc(C(=O)N2CCCc3ccccc32)cc1
  -3, -8
- CCCCN(CC)C(=O)c1ccccc1I
  -9, -7
- Cc1ccc2c(C(=O)NCCc3cccnc3)cc(NC(=O)C(C)C)cc2n1
  22, 3
- O=C(NC(=O)c1ccc(-c2ccc(Cl)cc2)s1)c1ccccc1
  -15, x
- CCOc1ccc(C(=O)Nc2cccc(Cl)c2)cc1Br
  -1, -60
- O=C(Cn1c(=O)n(-c2ccccc2)c(=O)c2oc3ccccc3c21)NCC1CCCO1 (stereo not drawn)
  -2, -5
- CN(C)CCNC(=O)c1ccccc1Br
  2, 2
- CC(C)NC(=O)c1ccccc1OCC1CCN(C(=O)c2ccc(F)c(F)c2)CC1
  3, 5
- COc1cccc(-n2nc(C(=O)N(C)c3ccc(Cl)cc3)c3ccccc3c2=O)c1
  -9, 22
- COc1ccccc1C=C1Oc2cc(OC(=O)C(C)(C)C)ccc2C1=O
  -3, -5

Continuation:
Order of values: Pf apPOL block, mHTT CaM bind
- O=S(=O)(c1ccc(F)c(F)c1)N1CCC(c2noc(-c3ccc(F)cc3)n2)CC1
  -7, -6
- Nn1c(C(O)c2ccccc2)n[nH]c1=S (stereo not drawn)
  x, -7
- Cc1cccc(C(=O)N2C(C(=O)NCC3CCCO3)COC23CCC(C)CC3)c1 (stereo not drawn)
  -2, 2
- OCCNc1nc(-c2ccc(Cl)cc2)nc2ccccc12
  -10, -4
- C=CCn1c(-c2cccnc2)n[nH]c1=S
  x, -6
- CCOC(=O)N1CCN(CCC(=O)Nc2ccc(Cl)cc2)CC1
  -6, 4
- CN(Cc1ccccc1)C(=O)Nc1ccccc1
  -3&-5, -1
- CC(C)(C)NC(=S)NN=Cc1c(Br)cnn1Cc1ccc(Cl)cc1
  2, x
- Cc1cccc(-c2noc(-c3cccnc3N3CCC(C(=O)N4CCCCCC4)CC3)n2)c1
  -2, -36
- CCC(=O)NCc1nc2c(n1C)CN(C(=O)Cc1ccc(C)cc1)CC2
  -4, 3

Reprinted at random: two entries already listed, in no set order.
Order of values: Pf apPOL block, mHTT CaM bind
- CN(Cc1ccccc1)C(=O)Nc1ccccc1
  -3&-5, -1
- Cc1cccc(-c2noc(-c3cccnc3N3CCC(C(=O)N4CCCCCC4)CC3)n2)c1
  -2, -36

Laid out differently: results already given
structure	Pf apPOL block	mHTT CaM bind
CCOC(=O)N1CCN(CCC(=O)Nc2ccc(Cl)cc2)CC1	-6	4
CN(Cc1ccccc1)C(=O)Nc1ccccc1	-3&-5	-1

(further entries)
Order of values: Pf apPOL block, mHTT CaM bind
- Cn1nc(-c2nc(-c3ccc(F)cc3)no2)c2c1CCN(C(=O)NC1CCCCC1)C2
  0, 2
- N#CC1=C(N)Oc2c(C=Nc3ccccc3)ccc(O)c2C1c1cccc([N+](=O)[O-])c1 (stereo not drawn)
  -4, 100*
- CCCCN1C(=O)C(O)=C(C(C)=O)C1c1ccccc1[N+](=O)[O-] (stereo not drawn)
  -4, 2
- Clc1ccccc1C(c1ccccc1)(c1ccccc1)n1ccnc1
  24, x
- C=C(C)COc1ccc2oc(=O)cc(-c3cc4cccc(OC)c4o3)c2c1
  -5, -1
- COc1ccc(CN(CCC2(CCC(C)C)CCOC(C)(C)C2)C(C)=O)cc1OC (stereo not drawn)
  -3, 28
- Cn1nc2c(c1NC(=O)c1ccc(Cl)s1)CCC2
  -6, -3
- COc1cccc(/C=c2\sc3nc(-c4ccc(Br)cc4)nn3c2=O)c1OC
  1, 2
- O=C(Nc1ccc(OC(F)(F)F)cc1)c1[nH]ncc1[N+](=O)[O-]
  0, 3
- CC1(C)CC2(CCO1)OC(=O)CC2C(=O)O (stereo not drawn)
  x, -6

The list goes on.
Order of values: Pf apPOL block, mHTT CaM bind
- CCOC(=O)N1CCN(C(=O)C2CC(c3cccc(OC)c3OC)=NO2)CC1 (stereo not drawn)
  -2, -4
- CCCCCCNC(=O)C1CC(=O)N(CCc2c[nH]c3ccc(F)cc23)C1 (stereo not drawn)
  -2, 13
- O=C1NC2(CCN(Cc3cccc(F)c3)CC2)N=C1c1ccc(Br)cc1
  -5, -5
- CCOC(=O)c1c(N)sc(C(C)=O)c1C
  x, 0
- Cc1ccc(CS(=O)(=O)c2cn(CC(=O)Nc3nc(C)cs3)c3ccccc23)cc1
  1, 13
- O=C(COc1ccccc1)Nc1ccccc1C(=O)O
  -20, x
- O=C(CSc1ccc(F)cc1)NCC1CCN(C(=O)c2cc3ccccc3o2)CC1
  -17, -1
- O=C(O)c1ccc(Sc2nnn(-c3ccccc3)n2)c([N+](=O)[O-])c1
  -8, 1
- O=[N+]([O-])c1c(Sc2ccc(Cl)cc2)ccc2nsnc12
  -4, x
- O=C1C(=O)N(CN2CCN(c3ccccc3)CC2)c2ccccc21
  3, 0

(cont.)
Order of values: Pf apPOL block, mHTT CaM bind
- O=C(NNC(=O)c1nn(-c2ccc(F)cc2)ccc1=O)Nc1cccc(Cl)c1
  14, x
- Fc1ccc(-c2nnc(-c3ccc(Br)o3)o2)cc1
  -2, -1
- Cc1nnc(Sc2cc(C(=O)NCCCOC(C)C)c3ccccc3n2)s1
  -12, 15
- COc1ccc(NC(=O)CN(c2ccc(C)c(C)c2)S(C)(=O)=O)c(OC)c1
  -21, 17
- COc1ccc(OCC(O)CNC(=O)c2cc(C(C)(C)C)nn2C)cc1 (stereo not drawn)
  -4, x
- N#Cc1cccc(N2C=C(C(=O)N3CCCC3)S(=O)(=O)c3ccccc32)c1
  -2, 10
- O=[N+]([O-])c1cc(Cl)ccc1N1CCN(S(=O)(=O)c2ccc(Cl)cc2)CC1
  -3, 32
- CCn1c(C2CCN(C(=O)C3CCC3)C2)nc2cccnc21 (stereo not drawn)
  -5, -5
- COc1ccc(/C=C(\NC(=O)c2cccs2)C(=O)Nc2ccc(Cl)cc2)cc1OC
  -8, 23
- Cc1ccc(NCCNC(=O)COc2ccc(Cl)cc2Cl)nn1
  -7, -5

Later entries
Order of values: Pf apPOL block, mHTT CaM bind
- Cn1ncc(N2CCC(C(=O)N3CCSCC3)CC2)cc1=O
  -1, -6
- Nc1cc(C2CCN(C(=O)c3ccc(F)c(Cl)c3)CC2)no1
  -2, -2
- Nc1cc(C2CCN(C(=O)CC3CCCC3)CC2)no1
  0, 7
- CC1CCCCN1S(=O)(=O)c1cc(Br)ccc1Br (stereo not drawn)
  -8, -53
- COc1ccc(/C=C2\SC(=Nc3cccc(C)c3C)NC2=O)c(OC)c1
  -4, 29
- COc1ccc(CNC(=O)N2CC(C)C(c3nc(-c4ccncc4)no3)C2)cc1 (stereo not drawn)
  -6, 1
- COc1ccccc1CNCCCCCCNCCCCCCCCNCCCCCCNCc1ccccc1OC
  6, x
- COc1ccc(N2C(=O)c3ccccc3NC2c2ccc(O)c(OC)c2)cc1 (stereo not drawn)
  -3, 8
- CCn1nccc1C(=O)N1CC(CN(C)C)C2(CCOCC2)C1 (stereo not drawn)
  -11, -4
- CC(C)CC(=O)NC1CCN(c2ccccc2C(=O)N2CCCCC2)CC1
  -71, 17

The listing continues.
Order of values: Pf apPOL block, mHTT CaM bind
- Cc1ccc(N2CC(C(=O)N3CCCC3)CC2=O)cc1Cl (stereo not drawn)
  -2, -6
- O=C(Nc1cc(F)ccc1F)N1CCC(n2c(-c3ccco3)nc3cccnc32)C1 (stereo not drawn)
  -4, -1
- CCCc1ccc(S(=O)(=O)NCCC2CCN(C(=O)NC3CCCCC3)CC2)cc1
  -5, 3
- O=C(Cc1cccc(F)c1)N1CCCC(OCc2nc(C3CC3)no2)C1 (stereo not drawn)
  0, -6
- Cc1ccc(NC(=O)CC(C)CC(=O)O)cc1 (stereo not drawn)
  -9&-5, x
- COc1ccc(OCC(=O)Nc2ccc3oc(-c4ccccc4F)nc3c2)cc1
  0, 3
- Cn1ccc2c(-c3ccc(C(C)(C)C)cc3)cc3c(c21)C1CCC3C1 (stereo not drawn)
  -2, 8
- COC(=O)C1CN(CCc2ccccc2)CCS(=O)(=O)N1Cc1ccc(C(F)(F)F)cc1 (stereo not drawn)
  -1, 77*
- CC(C)(C)c1ccc(-c2ncon2)cc1Cn1nnc(-c2cccc(C(F)(F)F)c2)n1
  -5, x

Some of these compounds in order of molar mass, highest first.
Order of values: Pf apPOL block, mHTT CaM bind
- COc1ccc(OC)c(NC(=O)N2CCC3(CC2)Nc2cc(F)ccc2-n2cccc23)c1
  1, 63*
- CC(C)NC(=O)c1ccccc1OCC1CCN(C(=O)c2ccc(F)c(F)c2)CC1
  3, 5
- O=C(c1csc2ccccc12)N1CCN(c2ccccc2F)CC1
  -2, 5
- O=[N+]([O-])c1c(Sc2ccc(Cl)cc2)ccc2nsnc12
  -4, x
